RBBP9 inh: blocks human serine hydrolase RBBP9. O75884. recombinant RBBP9, FP-Rh probe fluorescence polarization. inhibition, % at 7.94 µM. 0.2% of 220,000 active. AID 1515;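 active = inhibition above the campaign mean of all tested compounds plus 3 SD, cut at about 14% in these data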;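 also: plate controls were DMSO wells with RBBP9 for no effect and wells lacking RBBP9 protein for full effect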
Target sequence (O75884 whole entry, looked up): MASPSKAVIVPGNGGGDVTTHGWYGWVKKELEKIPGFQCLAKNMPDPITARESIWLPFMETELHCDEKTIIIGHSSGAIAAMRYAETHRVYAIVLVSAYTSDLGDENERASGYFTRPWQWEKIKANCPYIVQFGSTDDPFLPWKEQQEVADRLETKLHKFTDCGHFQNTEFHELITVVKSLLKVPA
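Test system: recombinant human RBBP9; Timing: 30 min then 45 min, 25 °C; Detection: fluorescence polarization; Control set: RBBP9 with DMSO as uninhibited control, no-protein wells as full inhibition; Compound dosing: one concentration, 7.94 µM nominal, 0.794% DMSO; Probe or stimulus: FP-Rh activity-based probe, 375 nM before mixing.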
TbHK1 inh: T. brucei hexokinase 1 inhibition; 0.11% of 220,000 active; AID 1430; recombinant TbHK1, G6PDH-coupled NADH A340; inhibition, % at 10 µM;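 active = inhibition of 50% or more in the single-dose primary screen; inactive = inhibition below 50%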
NCF1 inh: blocks human p47phox regulatory protein of NADPH oxidases | p47phox/p22phox peptide binding, fluorescence polarization, 2 h | inhibition, % at 24.7 µM | 0.53% of 220,000 active;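 active = inhibition above about 30%, limit read from the data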;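 also: 0% = p47phox with labelled peptide and 100% = labelled peptide alone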
Target sequence (P14598 whole entry, looked up): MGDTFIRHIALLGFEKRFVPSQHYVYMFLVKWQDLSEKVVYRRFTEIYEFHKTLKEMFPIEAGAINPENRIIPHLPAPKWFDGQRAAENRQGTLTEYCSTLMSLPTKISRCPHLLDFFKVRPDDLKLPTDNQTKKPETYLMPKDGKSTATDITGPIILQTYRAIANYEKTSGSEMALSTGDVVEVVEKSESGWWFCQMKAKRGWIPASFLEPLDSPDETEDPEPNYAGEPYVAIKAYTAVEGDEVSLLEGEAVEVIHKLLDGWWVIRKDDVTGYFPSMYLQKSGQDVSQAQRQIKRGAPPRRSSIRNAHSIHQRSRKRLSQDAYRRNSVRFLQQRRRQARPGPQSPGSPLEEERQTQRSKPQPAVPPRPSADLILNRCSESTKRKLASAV
EBV gp42 block: EBV gp42 inhibition | Q1HVG2 | Fluorescence polarization binding assay, mP read-out | inhibition, % (tested at 21.74 µM) | 0.42% of 220,000 active; in the data active = inhibition above about 50%
Target sequence (Q1HVG2 whole entry, looked up): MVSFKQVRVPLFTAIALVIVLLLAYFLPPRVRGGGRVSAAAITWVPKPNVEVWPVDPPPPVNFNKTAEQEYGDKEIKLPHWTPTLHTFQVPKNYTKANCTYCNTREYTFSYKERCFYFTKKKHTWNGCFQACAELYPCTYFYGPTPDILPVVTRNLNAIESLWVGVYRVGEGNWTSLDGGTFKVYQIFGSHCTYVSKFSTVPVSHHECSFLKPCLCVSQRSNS
Runt-CBFb FRET: inhibitors of human RUNX1 Runt domain binding to CBFb. 0.46% of 220,000 active. Q01196+Q13951. Cerulean-Runt/Venus-CBFb FRET ratio 530/480, 1 h. inhibition, % at 20 µM;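 active = inhibition over about 50% at 20 µM in the single-dose screen, limit read from the data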;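 also: 0% = DMSO wells and 100% = excess unlabeled CBFb competitor control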
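Measured by: fluorescence energy transfer, 422 nm excitation, 530/480 nm emission; test system: Cerulean-tagged RUNX1 Runt domain (FRET donor) fusion protein; buffer or medium: Tris pH 7.5 buffer with BSA; compound: one dose, 20 µM compound, 1% DMSO; times: two 1 h room-temperature incubations shielded from light; benchmarks: unlabeled CBFb 5 µM, positive control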
Furin inhibitor: inhibitors of human furin; P09958; purified furin, fluorogenic substrate cleavage; inhibition, % at 30 µM; 0.061% of 220,000 active; AID 463115; in the data active = inhibition above about 25%; also: inactives centre near -15
m-calpain inh: calpain II (pig) inhibition. purified calpain II, fluorogenic peptide substrate, 30 min. inhibition, % at 16 µM. 0.37% of 220,000 active;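 active = inhibition above about 50%, limit read from the data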
Runt-SMMHC FRET: blocks binding of human RUNX1 Runt domain to CBFb-SMMHC; Q01196+Q13951; Cerulean-Runt/Venus-CBFb-SMMHC FRET ratio 530/480, 1 h; inhibition, % at 20 µM; 0.74% of 220,000 active;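 active = mean inhibition across duplicate retests at 20 µM reaching about 50%, limit read from the data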;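 also: 0% = DMSO wells and 100% = wells with excess untagged CBFb-SMMHC; inhibitors lower the FRET ratio by blocking Runt binding to CBFb-SMMHC; some results filed as inactive read as strong as hits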
p97 ATPase inh: blocks human p97 ATPase activity. recombinant p97 ATPase, Kinase-Glo ATP luminescence, 3 h. 0.42% of 220,000 active. P55072. inhibition, % at 8 µM; in the data active = inhibition above about 15%;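 also: 0% = DMSO vehicle and 100% = wells lacking enzyme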
* hit, by the source's call; x = no result given; [ ] = another dose, or the depositor's remark. A portion of the library (hit frequency here may not be typical).

Below each SMILES: RBBP9 inh, TbHK1 inh, NCF1 inh, EBV gp42 block, Runt-CBFb FRET, Furin inhibitor, m-calpain inh, Runt-SMMHC FRET, p97 ATPase inh
> Cc1cc(C)c(C(=O)CN2CCOCC2)c(C)c1
    -5, 7, -15, -14, 0, -9[20 µM], 4, -1, -3
> c1cncc(C2Nc3cccc4cccc(c34)N2)c1
    -2, -20, 2, 0, -4, -18, -30, -4, 4
> CNc1cc(N2CCNCC2)ccc1[N+](=O)[O-]
    -1, -13, -2, -10, 0, -12, 23, -6, 9
> C1=C(c2c[nH]c3ccccc23)CCN(Cc2ccccc2)C1
    -6, 6, -4, -6, 2, -11, 23, 4, -1
> COc1ccc(-n2c(O)c(C=NCc3ccc4c(c3)OCO4)c(=O)[nH]c2=O)cc1
    -5, -13, 2, -1, 0, -13, -10, 3, 4
> Nc1ccc2cc(Br)ccc2c1
    -1, 1, -3, 1, 9, -17, -14, 3, -2
> CCN(CC)S(=O)(=O)c1ccc(C)c(NCC(=O)Nc2ccc(C#N)c(Cl)c2)c1
    -8, 2, -30, -2, -5, -13, 31, 1, 4
> CC1OC(NCCc2ccccc2)C(O)C(O)C1O (centres undefined)
    -1, -1, -12, -19, 0, 8[20 µM], -7, -1, 5
> CCN(CC)CCCN=C(C)c1c(O)n(-c2ccc(C)cc2)c(=O)[nH]c1=O
    5, 5, 0, -12, 0, -10, 9, 1, 7
> O=C(NC(Cc1cnc[nH]1)C(=O)O)c1ccccc1 (centres undefined)
    3, -1, -11, -10, 2, -29, -10, -1, 3
> O=C(c1ccc(Cl)cc1)C1CCCN(Cc2ccc3ncccc3c2)C1 (centres undefined)
    -2, 6, -8, -3, 2, -19, 27, -6, -6
> O=[As](O)(O)c1ccc(N=Nc2ccc(O)cc2)cc1
    -1, -74, -6, -8, -3, 6, 8, -1, 2
> Cc1ccsc1C(=O)C1CCCN(Cc2cccn2-c2ccccn2)C1 (centres undefined)
    -4, 10, 10, 1, 1, -30, 11, -1, 2
> Cc1cc(OCc2ccc([N+](=O)[O-])cc2)c2c3c(c(=O)oc2c1)CCCC3
    0, -11, 10, -30, -4, -17, 7, -5, 7
> O=P1(Nc2cccnc2)COc2ccccc2OC1
    -3, -4, -1, -15, 1, -21, 3, 2, -5
> O=C(c1cc(C(=O)NCc2ccc(Cl)cc2)c(=O)n(Cc2ccc(Cl)cc2)c1)c1cc(F)ccc1O
    -13, -3, -175, -32, -3, -20, -58, -1, 5
> CCOC(=O)c1c(C)n(Cc2ccco2)c2c1cc(O)c1ccccc12
    -6, -20, -10, -10, 21, -16[20 µM], -38, 3, 4
> COc1ccc(CCNC2CCCCC2)cc1OC
    -1, 1, -2, 7, 3, -20, -25, 0, 4
> CCOP(=O)(OCC)C(O)c1ccc(OC)c(OC)c1 (centres undefined)
    -5, -1, -11, 5, 0, -12, 5, 0, -4
> CC(=O)N1CCC(N2CCCC(C(=O)c3cccc(Cl)c3)C2)CC1 (centres undefined)
    -6, -4, -26, -29, x, -11, -11, x, 7
> CN1C(=O)C(Cc2ccc3c(c2)OCO3)C(=O)N(C)C1=O
    -4, 4, -8, 0, 0, -26, -39, -7, 8
> CCOc1ccc(/C=C2/C(=O)NC(=O)N(CCc3ccc(F)cc3)C2=O)cc1
    -3, 2, -9, -14, 3, -15, -22, 4, 4
> CC(=O)Nc1ccc(N=Cc2c(O)n(Cc3ccco3)c(=O)[nH]c2=O)cc1
    -2, -69, -18, -6, 4, 11, -12, 4, 5
> COc1ccc(CC2(CCc3ccncc3)C(=O)NC(=O)NC2=O)cc1
    2, -1, 11, -20, x, -21, 1, x, 6
> Cc1cc(Br)ccc1N1C(=O)CC(=O)NC1=O
    -12, 1, -17, -8, 0, -12, 4, 4, -3
> O=C(CN1CC(c2ccccc2)CC1=O)NCc1ccc(F)cc1 (centres undefined)
    -6, -4, -6, -16, -1, -12, -1, 6, 7
> CCn1c(O)c(N=Nc2ccc(S(=O)(=O)N3CCOCC3)cc2)c(=O)n(CC)c1=S
    -10, -14, -29, -12, -2, 4, -52, -6, 4
> O=CC(Br)P(=O)(N1CCOCC1)N1CCOCC1 (centres undefined)
    7, -7, -12, -2, 26, -12, -17, 2, 4
> CN1C(=O)c2ccccc2NC(=O)C1Cc1ccccc1 (centres undefined)
    1, -10, -1, -13, 0, -25, 16, -6, 1
> CN(C)CC1CSCCC1(O)c1ccc(Cl)cc1 (centres undefined)
    0, 7, -12, -6, -1, -32[20 µM], -11, -2, 2
> COc1ccc2c(c1OC)C(=O)OC2c1c(O)n(C2CCCCC2)c(=O)[nH]c1=O (centres undefined)
    3, 2, 4, 10, 1, -26[20 µM], 18, 0, 0
> C=CCn1c(O)c(C(CC)=Nc2ccc3c(c2)CCC3)c(=O)[nH]c1=O
    -5, 3, -7, -8, 2, -20, 0, 0, -3
> CCN(CC)c1ccc(N=Cc2c(O)n(CCc3ccc(OC)c(OC)c3)c(=O)[nH]c2=O)cc1
    -6, -20, -17, 83*, -5, 24, -91, -255, -1
> O=C(O)c1cccc(N=Nc2c(O)[nH]c(=O)[nH]c2=O)c1
    -7, -36, -4, -3, 0, 9, 21, -1, -10
> CC1(C)CC(n2[nH]c(=O)c3c2NC(=O)CSC3c2ccc(F)cc2)CCO1 (centres undefined)
    -9, 0, -7, -1, -1, -14, 18, 2, -1
> COCCN1C(=O)NC(=O)/C(=C\c2ccc(F)cc2)C1=O
    1, -2, -3, -13, 4, -18, -26, 3, 0
> Clc1cccc(CN2CCCCC2c2cccnc2)c1 (centres undefined)
    1, 2, x, x, 9, -22, x, -2, 2
> CC(=O)N1CN2CN(C(C)=O)CC(C(=O)c3ccc([N+](=O)[O-])cc3)(C2)C1
    -12, 3, 0, -8, -2, -25, -21, 2, 6
> Cc1nn(Cc2ccccc2)c(C)c1C(=O)OCC(=O)Nc1cccc(S(N)(=O)=O)c1
    2, -2, -5, -6, -3, -15, -14, 1, 3
> Cc1ccc(N2C(=O)NC(=O)/C(=C\c3ccc([N+](=O)[O-])o3)C2=O)cc1
    -12, 7, -97, -13, 9, -12, -8, -11, 4

15 consecutive entries already listed:
Below each SMILES: RBBP9 inh, TbHK1 inh, NCF1 inh, EBV gp42 block, Runt-CBFb FRET, Furin inhibitor, m-calpain inh, Runt-SMMHC FRET, p97 ATPase inh
> CC(=O)Nc1ccc(N=Cc2c(O)n(Cc3ccco3)c(=O)[nH]c2=O)cc1
    -2, -69, -18, -6, 4, 11, -12, 4, 5
> COc1ccc(CC2(CCc3ccncc3)C(=O)NC(=O)NC2=O)cc1
    2, -1, 11, -20, x, -21, 1, x, 6
> Cc1cc(Br)ccc1N1C(=O)CC(=O)NC1=O
    -12, 1, -17, -8, 0, -12, 4, 4, -3
> O=C(CN1CC(c2ccccc2)CC1=O)NCc1ccc(F)cc1 (centres undefined)
    -6, -4, -6, -16, -1, -12, -1, 6, 7
> CCn1c(O)c(N=Nc2ccc(S(=O)(=O)N3CCOCC3)cc2)c(=O)n(CC)c1=S
    -10, -14, -29, -12, -2, 4, -52, -6, 4
> O=CC(Br)P(=O)(N1CCOCC1)N1CCOCC1 (centres undefined)
    7, -7, -12, -2, 26, -12, -17, 2, 4
> CN1C(=O)c2ccccc2NC(=O)C1Cc1ccccc1 (centres undefined)
    1, -10, -1, -13, 0, -25, 16, -6, 1
> CN(C)CC1CSCCC1(O)c1ccc(Cl)cc1 (centres undefined)
    0, 7, -12, -6, -1, -32[20 µM], -11, -2, 2
> COc1ccc2c(c1OC)C(=O)OC2c1c(O)n(C2CCCCC2)c(=O)[nH]c1=O (centres undefined)
    3, 2, 4, 10, 1, -26[20 µM], 18, 0, 0
> C=CCn1c(O)c(C(CC)=Nc2ccc3c(c2)CCC3)c(=O)[nH]c1=O
    -5, 3, -7, -8, 2, -20, 0, 0, -3
> CCN(CC)c1ccc(N=Cc2c(O)n(CCc3ccc(OC)c(OC)c3)c(=O)[nH]c2=O)cc1
    -6, -20, -17, 83*, -5, 24, -91, -255, -1
> O=C(O)c1cccc(N=Nc2c(O)[nH]c(=O)[nH]c2=O)c1
    -7, -36, -4, -3, 0, 9, 21, -1, -10
> CC1(C)CC(n2[nH]c(=O)c3c2NC(=O)CSC3c2ccc(F)cc2)CCO1 (centres undefined)
    -9, 0, -7, -1, -1, -14, 18, 2, -1
> COCCN1C(=O)NC(=O)/C(=C\c2ccc(F)cc2)C1=O
    1, -2, -3, -13, 4, -18, -26, 3, 0
> Clc1cccc(CN2CCCCC2c2cccnc2)c1 (centres undefined)
    1, 2, x, x, 9, -22, x, -2, 2

More structures
Below each SMILES: RBBP9 inh, TbHK1 inh, NCF1 inh, EBV gp42 block, Runt-CBFb FRET, Furin inhibitor, m-calpain inh, Runt-SMMHC FRET, p97 ATPase inh
> O=[N+]([O-])c1ccccc1CNCCc1ccc(F)cc1
    -8, -4, -10, -32, 5, -9[20 µM], -3, -1, 4
> CC1=C2C(=O)C3C(CC=C4CC(OC5OC(O)C(O)C(O)C5CO)CCC43C)C2CCC12OC1CC(C)CNC1C2C (centres undefined)
    -5, -7, -4, 1, 2, -19, -7, -1, -3
> O=c1[nH]c(=O)n(Cc2ccccc2)c(O)c1/C=C1\C=Nc2ccccc21
    -13, 12, -54, 90*, 39, -23, -6, 93*, 3
> O=C1NC(=O)[C@]2(Cc3ccccc3N3CCN(c4ccccc4)CC32)C(=O)N1Cc1ccccc1 (some centres undefined)
    -4, 6, -23, -8, 0, -26, -96, -14, 6
> CN(C)C1=C(C#N)C(c2ccccc2)=NP(N(C)C)(N(C)C)=N1
    4, 0, -26, 0, 1, 1, 0, 0, 2
> O=c1c2ccccc2nc(-c2ccccc2)n1-c1ccncc1
    -6, 2, -11, -15, 0, -14[20 µM], -6, -7, 1
> CCC(CO)Nc1ccc([N+](=O)[O-])c2cccnc12 (centres undefined)
    -12, -5, -14, -20, -6, -6[20 µM], 12, -11, 4
> CCN(CC)c1ccc(N=Cc2c(O)n(-c3ccc(Cl)cc3)c(=O)[nH]c2=O)cc1
    -2, 0, -17, 46, -19, -6[20 µM], -17, -169, -2
> COCc1ccc(CN2CCCC(C(=O)c3sccc3C)C2)o1 (centres undefined)
    0, -11, -1, -5, 1, -20, -6, 1, -5
> COC(=O)C(O)(c1ccc(N(C)C(=O)COc2ccccc2)cc1)C(F)(F)F (centres undefined)
    -3, -8, -4, -4, 0, -23, -8, 0, 2
> COc1ccc(N=Cc2c(O)n(CC3CCCO3)c(=O)[nH]c2=O)cc1 (centres undefined)
    -2, -39, -5, -5, -1, 15, -6, -2, 2
> O/N=C1/C(=C\c2ccccc2)N2CCC1CC2
    4, -1, -1, 6, -3, -20, 8, -3, -4
> c1cncc(C2CC(c3cccs3)n3ncnc3N2)c1 (centres undefined)
    10, 1, -3, -26, -1, -17, 1, 0, 6
> CCc1ccc(N2C(=O)NC(=O)/C(=C\c3cccn3CCOc3ccc(C(C)C)cc3)C2=O)cc1
    -10, 24, -50, -3, -169, 17, 12, -105, 1
> O=C(NCc1ccc(C(=O)N2CCC3(CC2)OCCO3)cc1)c1ccc2c(c1)OCO2
    -2, 1, -1, -5, -2, -14, -1, -1, 0
> CCC(C)C1(CC)C(=O)NC(=O)N=C1N (centres undefined)
    -6, -4, -10, -14, 3, -20, -14, -5, 8
> C[N+]12CCC(CC1)C(C(O)(c1ccccc1)c1cccs1)C2 (centres undefined)
    -3, 5, -15, -32, -2, -7[20 µM], 33, 7, -4
> CCOP(=O)(OCC)C(O)c1ccc(OC)cc1 (centres undefined)
    -7, -1, 1, -22, 1, -20, 10, -5, 11
